tim10-1 inh: growth inhibitors of tim10-1 mutant yeast. AID 463190. inhibition, % at 20 µM. S. cerevisiae tim10-1 ts strain growth, BacTiter-Glo, 24 h. 330,000 tested, 2.2% active;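 active = inhibition of at least 40%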;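 note: mutant grown at 25 °C; 0% = DMSO wells with yeast and 100% = wells holding no yeast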
APJ agonist: agonists of human APJ apelin receptor. activation, % at 20 µM. CHO-K1 APJ PathHunter beta-arrestin, luminescence; 0% DMSO wells, 100% apelin. 330,000 tested, 0.11% active;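 active = activation more than six SD over the plate average, tested at 20 µM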;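 note: 0% = DMSO alone and 100% = apelin-13 at 10 nM; some results filed as inactive read as strong as hits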
Target sequence (P35414 whole entry, looked up): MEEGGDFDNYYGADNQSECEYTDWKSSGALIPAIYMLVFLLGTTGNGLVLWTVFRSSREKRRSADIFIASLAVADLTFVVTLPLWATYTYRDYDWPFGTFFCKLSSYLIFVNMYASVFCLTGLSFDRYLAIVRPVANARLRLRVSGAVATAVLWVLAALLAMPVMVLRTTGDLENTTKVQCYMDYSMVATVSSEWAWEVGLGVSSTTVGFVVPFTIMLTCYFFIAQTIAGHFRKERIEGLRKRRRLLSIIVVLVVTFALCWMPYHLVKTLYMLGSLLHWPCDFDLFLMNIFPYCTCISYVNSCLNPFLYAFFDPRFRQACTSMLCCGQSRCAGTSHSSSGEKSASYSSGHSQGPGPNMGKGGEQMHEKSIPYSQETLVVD
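Material: CHO-K1 APJ beta-arrestin complementation cell line; Input: cell density 1000 per well; Incubation: compound stimulation 90 min at 25 °C, detection 60 min; Signal: luminescence from split beta-galactosidase complementation, Galacton Star/Emerald II substrate; Controls: DMSO-only wells as negative, 10 nM Apelin-13 as positive control.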
beta cell repl: MIN6 beta-cell proliferation induction; MIN6 cells proliferation, ATPlite luminescence, 48 h; cells starved in 0.2% serum; 100% = growth in 10% serum; proliferation, % at 10 µM; 330,000 tested, 0.29% active;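 active = compounds whose signal lies at least 3.5 SD above the mean of all wells on their plate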;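 note: 0% = DMSO-treated cells in low-serum medium and 100% = 10% serum control; some compounds called inactive have numbers as strong as hits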
tim23-1 inh: tim23-1 yeast growth inhibition; inhibition, % at 20 µM; AID 463212; S. cerevisiae tim23-1 growth, BacTiter-Glo luminescence, 24 h; 330,000 tested, 1.3% active;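 active = growth inhibition of the mutant yeast at or above 50%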;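 note: temperature-sensitive mutant grown at 25 °C; plate controls were DMSO-treated mutant yeast for no effect and medium wells lacking yeast for full effect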
APJ antagonist: antagonists of human APJ apelin receptor. P35414. CHO-K1 APJ beta-arrestin complementation, luminescence. inhibition, % at 20 µM. 330,000 tested, 0.32% active;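 active = inhibition above about 40% at 20 µM, limit read from the data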;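 note: cells challenged with 10 nM apelin-13 agonist together with compound; plate controls were apelin-13 plus DMSO wells for no effect and DMSO wells lacking apelin-13 for full effect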
TIM10 inh: growth inhibitors of TIM10 yeast strain; S. cerevisiae TIM10 strain growth, BacTiter-Glo luminescence, 24 h; inhibition, % at 10 µM; 330,000 tested, 1.4% active; AID 463195;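 active = inhibition of 40% or more at the single tested concentration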;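 note: wild-type TIM10 isogenic control strain grown at permissive 25 °C; 0% = DMSO yeast wells and 100% = minimal medium wells without yeast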
NR3A LBD binder: modulates the human NR3A ligand-binding domain. NR3A LBD differential scanning fluorimetry, Tm shift; 0% = protein alone, 100% = glycine-bound protein. 340,000 tested, 2.5% active. Tm shift relative to glycine control, % at 25 µM. AID 1259313;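 active = melting temperature shift of at least 10% of the positive control shift, at one fixed dose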
NALP3 yeast inh: inhibitors of NALP3 inflammasome in yeast | Yeast reconstituted NLRP3/ASC/caspase-1, beta-gal luminescence, 24 h | inhibition, % at 10 µM | 330,000 tested, 0.39% active;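 active = inhibition of 50% or more; inactive = inhibition below 50%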;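 note: plate controls were induced DMSO wells for no effect and uninduced yeast grown without galactose for full effect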
MPTP block: blocks calcium-induced mitochondrial swelling; isolated mouse mitochondria, Ca2+ swelling absorbance, 30 min; AID 602449; inhibition, % at 10 µM; 360,000 tested, 1.4% active;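 active = inhibition of 50% or more, scaled per plate between neutral and stimulator controls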;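 note: 0% = DMSO wells given calcium and 100% = 1 mM EGTA wells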
* = called active by the depositor; nt = no result given.

SMILES	tim10-1 inh	APJ agonist	beta cell repl	tim23-1 inh	APJ antagonist	TIM10 inh	NR3A LBD binder	NALP3 yeast inh	MPTP block
Cc1ccc(CNCC2CCCO2)o1 (stereo not drawn)	11	4	2	9	-2	-1	-2	10	0.8
CCOC(=O)c1ccc(NC(=S)N2CCSC2c2ccc(Br)cc2)cc1 (stereo not drawn)	40*	2	0	37	-2	25	18*	20	-1.6
COc1ccc(-c2cn3c(C)c(C(=O)NC(C)C)sc3n2)cc1	8	0	6	6	-12	-13	-1	12	0.6
COc1ccccc1C(=O)NC(=O)CSc1nc2nc(C)cc(C)n2n1	-12	-4	-1	-7	9	2	-1	8	-0.8
CN(Cc1ccccc1)C(=O)NC1CCCCC1	6	-2	1	23	-2	-5	-1	23	0.3
Cc1c(C)c(C)c(CO/N=C/c2cccs2)c(C)c1C	7	-2	0	4	12	16	1	36	2.3
CCn1c(SCC(=O)N2CCOCC2)nc2oc3c(Cl)cc(Cl)cc3c(=O)c2c1=O	12	-4	-5	-1	24	-7	nt	6	nt
CC(C)(C)c1ccc(CCC(CC(=O)O)CC(=O)O)cc1	3	2	-2	12	8	-3	1	17	0.1
COc1cccc(-c2cc(-c3cccnc3)nc(N)c2C#N)c1	-2	-2	2	-4	-1	26	0	-9	2.1
C=CCn1c(NC(=O)c2ccco2)nc2ccccc21	13	2	2	19	5	4	3	15	0.4
O=[N+]([O-])c1ccc(-c2nc(NCc3ccccc3)c3ccccc3n2)cc1	11	4	-1	-27	12	-4	50*	11	45
COc1nn(CC(=O)N2N=C(C(F)F)CC2(O)C(F)F)cc1[N+](=O)[O-] (stereo not drawn)	3	-2	7	3	5	16	-2	20	2.0
COc1ccc(-c2cc(C(F)(F)F)nc(SCC(=O)NCCN3CCOCC3)n2)cc1OC	20	-1	-2	24	6	6	-2	9	4.2
Cc1ccc(C2OC3=C(C(=O)CC(C)(C)C3)C(N)=C2C#N)o1 (stereo not drawn)	18	-1	-1	21	21	6	-1	-1	0.5
O=C(c1sc2ccccc2c1Cl)N(Cc1cccs1)C1CCS(=O)(=O)C1 (stereo not drawn)	19	-3	-3	24	9	-7	-1	7	-1.5
COC(=O)c1[nH]c2cc(OC)ccc2c1NC(=O)CCN1CCN(c2cccc(C)c2C)CC1	4	-6	-3	27	10	9	-9	26	-1.4
CCCN1CCC(=O)N([C@H](CSc2ccccc2)CC(C)C)CC1	15	2	-2	13	-13	17	5	16	-1.9
COc1ccccc1N1CCN(C2CCN(S(=O)(=O)c3ccc4ccccc4c3)CC2)CC1	14	-4	-5	28	12	22	2	29	2.6
Cc1ccc(S(=O)(=O)NCc2cn3ccccc3n2)c(C)c1	25	-3	1	9	6	0	0	10	-0.2
Brc1ccc(-c2nnc3sc(CN4CCC5(CC4)OCCO5)cn23)cc1	30	-2	-3	7	10	-7	0	2	-1.0
C/C(=N\NC(=O)c1ccn(C)n1)c1ccc(NC(=O)C2CCC2)cc1	-13	-5	0	3	-10	2	1	6	0.2
COc1ccc(C(C#N)c2cnccn2)cc1OC (stereo not drawn)	-5	-1	5	-6	11	-2	1	15	0.2
CCCNC(=O)N1C2=NC(C(=O)OC)=C(C(=O)OC)[C@@H]3N(Cc4ccccc4)c4ccccc4[C@]23C[C@H]1CO	0	19	4	2	-117	3	-1	22	1.4
Cc1cccc(C(C(=O)NC2CCCCC2)N(Cc2cccnc2)C(=O)c2csnn2)c1 (stereo not drawn)	-3	-4	-1	4	3	-6	0	1	-0.2
C=CCn1c(SCC(=O)NCCc2ccccc2)nnc1C(C)NC(=O)c1cccs1 (stereo not drawn)	3	-2	1	3	11	14	1	2	1.4
COc1ccc(N2CC(O)=C(c3n(C)c4ccccc4[n+]3C)C2=N)cc1	-2	-4	-2	-5	2	-7	-1	20	0.1
O=C(Nc1ccccc1F)c1cccc(C(=O)Nc2ccccc2F)c1	-13	-1	-2	-4	12	12	-1	-1	0.9
FC(F)(F)c1cc(-c2ccccc2)nc(NC2CCCC2)n1	13	7	-5	12	-4	1	2	4	1.6
COC(=O)Nc1ccc(S(=O)(=O)Nc2ncccn2)cc1	12	-2	-2	-4	-9	16	1	17	-0.4
NNC(=O)CN1C(CN2CCOCC2)=Nc2ccc(Br)cc2C1c1ccccc1 (stereo not drawn)	2	-1	4	1	-14	22	-1	21	0.7
COC(=O)/C=C1\S/C(=N/NC(=O)c2ccc(OC)cc2)NC1=O	10	-1	-4	10	0	17	-1	9	-0.5
O=C(c1ccc(F)cc1)N1CCCCC(S(=O)(=O)c2ccccc2)C1=O (stereo not drawn)	18	-3	1	17	11	19	-3	-2	0.3
Cc1ccc(S(=O)(=O)N2CCN(C(=O)C3CC3C)CC2)c(C)c1 (stereo not drawn)	20	5	-1	24	2	2	1	8	-0.5
CC(C)OC(=O)CC12CN3CN(C1)CC(CC(=O)OC(C)C)(C3)C2=O	11	0	0	2	9	13	-1	2	-1.4
Nc1ccn(CC(=O)NCc2ccc3c(c2)OCO3)c(=O)n1	-1	-4	-1	-1	9	-2	3	1	-0.5
O=C(CN1C(=O)COc2ccccc21)N(Cc1ccccc1)Cc1ccccn1	23	-6	-2	23	-1	22	1	-7	-0.8
O=C(C1CCC1)N1CCN(S(=O)(=O)c2ccc(F)cc2)CC1	10	1	-3	11	3	2	2	21	-0.5
COCCn1c(=NC(=O)/C=C/c2ccccc2)sc2cc(NC(C)=O)ccc21	17	-1	-1	25	-19	26	-3	22	-0.1
CCN(CC)CCN(C)C(=O)CCc1nnc(-c2ccc(C)s2)o1	1	-1	0	6	0	4	2	11	-1.4
CCN(CC)S(=O)(=O)N1CCC(C(=O)NCc2ccc(C)cc2)CC1	14	-3	-2	0	5	-14	-1	9	-1.0
O=C(COc1ccc(C(=S)N2CCCC2)cc1)Nc1ccc(F)cc1	-2	-4	-5	6	1	6	-2	20	-1.9
Cc1ccc2[nH]cc(C(=O)NCc3cccs3)c(=O)c2c1	18	12	2	19	-16	21	4	7	-0.1
O=C1CCC(C(=O)NC2(C(=O)NC3CCCCC3)CCCCC2)N1 (stereo not drawn)	1	0	-2	11	-16	-10	1	3	-0.6
O=C(Nc1ccc(N2CCOCC2)nc1)c1cccs1	26	0	1	50*	24	55*	0	18	-4.4
COc1ccc(NC(=O)CNC(=O)Cn2cnc3sc4c(c3c2=O)CCCC4)cc1OC	11	-4	0	6	19	-11	3	5	-1.0
Cc1ccc(OCC(=O)OCC(=O)Nc2ccc3c(c2)OCO3)cc1C	-6	-2	-3	-1	2	5	0	16	0.6
Cc1ccc(S(=O)(=O)N2CC=C(C(=O)NC3CC3)CC2)cc1	6	-2	3	-2	16	3	0	-7	-0.7
COc1ccc(CNC(=O)c2cc3c(=O)n4cccc(C)c4nc3n(CC3CCCO3)c2=N)cc1 (stereo not drawn)	2	-4	-6	10	14	2	0	25	0.7
Cc1ccc(CNC(=O)c2ccc(N3CCC4(CC3)CC(c3ccccc3)=NO4)c(NC(=O)c3cccc(C)c3)c2)cc1	4	-6	-6	19	9	5	1	6	0.4
Cc1ccc2cc(CCNC(=O)C3CCCC3)c(=O)[nH]c2c1	-27	-2	-1	-20	-15	-1	2	0	-1.2

An excerpt from above in order of SMILES length, low to high:
SMILES	tim10-1 inh	APJ agonist	beta cell repl	tim23-1 inh	APJ antagonist	TIM10 inh	NR3A LBD binder	NALP3 yeast inh	MPTP block
Cc1ccc2[nH]cc(C(=O)NCc3cccs3)c(=O)c2c1	18	12	2	19	-16	21	4	7	-0.1
Cc1ccc2cc(CCNC(=O)C3CCCC3)c(=O)[nH]c2c1	-27	-2	-1	-20	-15	-1	2	0	-1.2
Cc1ccc(S(=O)(=O)N2CC=C(C(=O)NC3CC3)CC2)cc1	6	-2	3	-2	16	3	0	-7	-0.7

Going on with the list.
SMILES	tim10-1 inh	APJ agonist	beta cell repl	tim23-1 inh	APJ antagonist	TIM10 inh	NR3A LBD binder	NALP3 yeast inh	MPTP block
Cc1ccc(NC(=O)C2CCCN(S(=O)(=O)c3c(C)noc3C)C2)c(C)c1 (stereo not drawn)	12	3	-1	-5	-4	-3	-2	-11	3.4
COc1ccc(C2CC(=O)c3cnc(Nc4cc(C)cc(C)c4)nc3C2)cc1 (stereo not drawn)	46*	-4	-4	30	-9	36	5	13	2.5
Cc1ccc(N2CC(C(=O)OCC(=O)Nc3cc(C)on3)CC2=O)c(C)c1 (stereo not drawn)	-7	-2	1	12	4	7	3	16	-1.9
COC(=O)C1=CN(c2cccc(C(F)(F)F)c2)C=C(C(=O)OC)C1c1ccc(O)c(OC)c1	23	-1	-2	37	12	13	1	9	2.7
COCCNC(=O)C1CCC(CNS(=O)(=O)c2cccc3nsnc23)CC1 (stereo not drawn)	23	-1	4	9	10	9	0	0	0.1
CCc1ccc(NC(=O)CN2CCCN(S(=O)(=O)c3ccc(F)cc3)CC2)cc1	12	-1	-5	23	2	35	-2	24	-0.3
CCC(Oc1ccccc1)C(=O)NCc1ccc(S(N)(=O)=O)cc1 (stereo not drawn)	5	-5	0	-1	-10	6	0	2	-0.5
Cc1ccc(C)c(S(=O)(=O)N2CCN(C(=O)Cn3c(=O)cnc4ccccc43)CC2)c1	-13	-1	5	-1	11	6	-2	12	-1.5
O=C(CSc1nnc2ccc(-c3ccco3)nn12)Nc1ccccc1F	19	2	-6	25	-56	17	-1	18	0.5
CCN1C(=O)[C@H]2[C@@H](c3ccc(-c4ccc(F)cc4)cc3)N3CCCC[C@@]3(C(=O)OC)[C@H]2C1=O	27	-4	-7	31	7	29	-2	3	-1.0

Grouped by structure, the compounds so far with a nitro group on carbon.
SMILES	tim10-1 inh	APJ agonist	beta cell repl	tim23-1 inh	APJ antagonist	TIM10 inh	NR3A LBD binder	NALP3 yeast inh	MPTP block
O=[N+]([O-])c1ccc(-c2nc(NCc3ccccc3)c3ccccc3n2)cc1	11	4	-1	-27	12	-4	50*	11	45
COc1nn(CC(=O)N2N=C(C(F)F)CC2(O)C(F)F)cc1[N+](=O)[O-] (stereo not drawn)	3	-2	7	3	5	16	-2	20	2.0

(list continues)
SMILES	tim10-1 inh	APJ agonist	beta cell repl	tim23-1 inh	APJ antagonist	TIM10 inh	NR3A LBD binder	NALP3 yeast inh	MPTP block
Cc1cc(NC(=O)CCS(=O)(=O)c2ccc3c(c2)NC(=O)C(C)S3)ccc1Br (stereo not drawn)	18	0	-6	15	2	-2	-2	1	-0.1
COc1cc2c(cc1OC)CN(Cc1cc(=O)oc3cc(C)c(C)cc13)CC2	9	-4	-5	11	4	14	-2	24	-0.8
COc1ccc([N+](=O)[O-])cc1NS(=O)(=O)c1ccccc1	19	-3	0	16	-21	25	2	12	0.4
O=C(COc1ncnc2ccccc12)N1CCOCC1	-18	-3	-2	-3	11	-8	0	13	-7.0
Cc1ccc(C(=O)Nc2nnc(S(=O)(=O)N3CCOCC3)s2)cc1	6	1	0	7	-3	-1	-20	20	0.3
COc1ccc(Cc2nc3ccc(C(=O)NCc4cc(C)no4)cc3o2)cc1OC	3	-2	5	-28	10	9	3	8	-2.7
Cc1nc2nc(C)c(CCC(=O)NCc3ccc4c(c3)OCO4)c(C)n2n1	13	-4	-1	8	-11	-1	-3	13	-1.3
O=C(NCCc1ccc(F)cc1)C(=O)Nc1cc2c3c(c1)CC(=O)N3CCC2	21	5	-4	7	16	6	3	5	-1.0
FC(F)(F)c1cccc(-c2cc3ccccc3nc2N2CCCC2)c1	-17	-5	-4	8	15	-9	0	5	5.4
COc1ccccc1CNS(=O)(=O)c1ccc2c(c1)CC(C)N2C(=O)C1CC1 (stereo not drawn)	14	4	-4	2	8	-5	3	17	3.9
COc1cc(S(=O)(=O)N2CCN(C(=O)c3ccccc3)CC2)c(OC)cc1Br	10	-2	1	24	14	14	-4	5	0.8
CCOC(=O)N1CCN(CC(O)COc2ccc(-c3ccccc3)cc2)CC1 (stereo not drawn)	-15	-5	-2	-26	-3	-27	1	24	-0.8
